pAkt inh = Akt phosphorylation inhibition; Neuro2A IGF-stimulated pAkt S473 HTRF, 20 min; active compounds read low; activity change, % for hits at 50 µM; hit rate 0.32% among 360,000; AID 651550; in the data active = activity change below about -80%; inconclusive = mostly about -51% to -80%; note: % is set by controls: 0 for no effect and ±100 for the full control effect
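Neuro2A cells (4,500/well, DMEM with 0.5% FBS) were treated with compound at a single 50 µM final concentration, stimulated with 6 nM IGF for 20 min at 37 °C, and lysed. Phospho-Akt Ser473 was read by HTRF as 665/615 ratio ×10^4.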
FUS suppressor = rescues growth of FUS-expressing yeast | S. cerevisiae FUS-expressing, growth rescue, OD600, 24 h | Potency, µM (top dose mostly 76.6 µM), for inactives: top-dose growth rescue (activation), usual class: activators | hit rate 0.24% among 390,000 | AID 1347120;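 note: potency is the fitted concentration of half-maximal effect; plate controls were DMSO vehicle for no effect and reference control for full effect; nearly all actives have a fitted effect of over 55% in size; some results filed as inactive show a strong effect at the top dose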
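Cultures pregrown in 2.5% raffinose medium are shifted to minimal medium containing 2% galactose to express toxic FUS. Compounds are tested at several concentrations. After 24hr at 30C, growth is quantified at 600 nm absorbance.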
D3 antag = blocks the human D3 dopamine receptor. P35462. D3R cells, DiscoveRx beta-arrestin luminescence, antagonist mode; active compounds read low. max response, negative = inhibition, %. hit rate 2.5% among 360,000. AID 652054; in the data active = max response below about -50%; inconclusive = no clear call, values can overlap the other calls; note: % is set by controls: 0 for no effect and ±100 for the full control effect; mostly tested at two doses, the higher about 12 µM
Target sequence (P35462 whole entry, looked up): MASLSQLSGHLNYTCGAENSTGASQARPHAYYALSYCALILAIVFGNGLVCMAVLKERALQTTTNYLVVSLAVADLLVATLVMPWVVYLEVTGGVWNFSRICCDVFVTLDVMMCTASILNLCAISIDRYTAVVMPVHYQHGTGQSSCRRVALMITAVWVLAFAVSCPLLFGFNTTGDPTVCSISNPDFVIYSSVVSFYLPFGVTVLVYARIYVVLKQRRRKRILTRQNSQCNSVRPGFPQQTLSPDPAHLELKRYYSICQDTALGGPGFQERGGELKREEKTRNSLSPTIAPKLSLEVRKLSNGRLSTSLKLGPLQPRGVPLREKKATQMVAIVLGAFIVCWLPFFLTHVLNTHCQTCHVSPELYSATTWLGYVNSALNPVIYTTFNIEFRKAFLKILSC
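Cells plated overnight at 1500 cells/well, then exposed to library compounds with dopamine controls for 90 minutes at 37 degrees C. DiscoveRx reagent added for 30–60 minutes at room temperature; luminescence read, quantitative HTS format.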
GLP1R inv ag = GLP-1 receptor (human) inverse agonism; P43220; HEK293 GLP-1R CRE-luciferase, luminescence, 24 h; GLP-1R form is constitutively active; Potency, µM (top dose mostly 38.3 µM), inactives show top-dose activity change, negative = inhibition, hits mostly inhibitors; hit rate 1.6% among 410,000; AID 624417; note: potency is the fitted concentration of half-maximal effect; % is set by controls: 0 for no effect and ±100 for the full control effect; nearly all actives have a fitted effect of over 55% in size
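Seeding at 200 cells/uL, 12 h culture, 24 hr compound treatment, then luciferase reagent and a luminescence read; cells are HEK293 stably expressing a constitutively active GLP-1R plus cAMP-responsive luciferase.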
Abeta rescue = A-beta toxicity reversal in yeast | Potency, µM (titrated, usually from 46.1 µM), inactives show at the highest dose growth rescue, actives largely listed as activators | hit rate 0.063% among 410,000 | yeast expressing A-beta42, growth rescue, OD600, 48 h; response scale: 0% DMSO, 100% iron-clioquinol control | AID 1347071; note: potency is the fitted concentration of half-maximal effect; nearly all actives have a fitted effect of over 55% in size
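Growth rescue measured by 600 nm absorbance after 48 h yeast culture at 30 C with compound. Values normalized between DMSO and an equimolar ferric chloride plus clioquinol control.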
aSyn yeast inh = inhibitors of alpha-synuclein toxicity in yeast | Yeast expressing alpha-synuclein, growth rescue, BacTiter-Glo, 24 h | Potency, µM (highest dose often 46.1 µM), for the others: at the top dose growth rescue (activation), usual class: activators | hit rate 0.14% among 370,000 | AID 652106; note: potency is the fitted concentration of half-maximal effect; % of control where 0% means no effect; nearly all actives have a fitted effect of over 65% in size
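Readout is rescue of growth in alpha-synuclein-expressing yeast, so inhibitors of toxicity appear as activators. Growth after 24 hr at 30 deg C in galactose medium is quantified by luminescence.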
PTHR1 ag = agonists of human PTHR1 parathyroid hormone receptor; AID 743266; hit rate 0.075% among 410,000; Q03431; Potency, µM (top dose mostly 115 µM), without a hit: at the top dose activation, actives largely listed as activators; HEK293 GP2 PTHR1 cells, GloSensor cAMP luminescence, 1 h; note: potency is the fitted concentration of half-maximal effect; nearly all actives have a fitted effect of over 55% in size; some results filed as inactive show a strong effect at the top dose; inactives centre near -15; many of its hits are not listed in these tables
Target sequence (Q03431 whole entry, looked up): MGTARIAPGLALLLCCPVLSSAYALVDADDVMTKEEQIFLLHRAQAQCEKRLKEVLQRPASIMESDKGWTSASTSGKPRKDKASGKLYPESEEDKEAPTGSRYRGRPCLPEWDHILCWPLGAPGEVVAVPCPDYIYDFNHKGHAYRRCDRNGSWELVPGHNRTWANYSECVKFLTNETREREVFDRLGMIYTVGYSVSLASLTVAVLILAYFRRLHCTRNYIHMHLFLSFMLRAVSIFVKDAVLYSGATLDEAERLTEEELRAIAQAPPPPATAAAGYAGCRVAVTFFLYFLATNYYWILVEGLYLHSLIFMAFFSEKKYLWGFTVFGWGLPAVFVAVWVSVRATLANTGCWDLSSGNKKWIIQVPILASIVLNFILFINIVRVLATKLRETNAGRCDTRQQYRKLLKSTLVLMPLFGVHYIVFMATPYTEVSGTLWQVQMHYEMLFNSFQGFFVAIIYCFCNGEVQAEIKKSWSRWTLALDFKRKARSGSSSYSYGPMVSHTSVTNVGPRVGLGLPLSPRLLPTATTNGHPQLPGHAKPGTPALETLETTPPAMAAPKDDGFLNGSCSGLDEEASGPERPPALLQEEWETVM
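HEK-293-derived GP2 cells expressing PTHR1 and a GloSensor cAMP reporter, 3,000/well, plated overnight, given luciferin plus IBMX (each 0.5 mM as added) for 1 h at 37 °C, then compound for 1 h at 37 °C. Luminescence was read after 15 min at room temperature.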
TDP43 rescue = inhibitors of TDP-43 toxicity in yeast. TDP-43 expressing yeast growth rescue, BacTiter-Glo, 24 h. Potency, µM (doses to about 46.1 µM), for the others: at the highest dose growth rescue (activation), most hits filed as activators. hit rate 1.8% among 410,000; note: potency is the fitted concentration of half-maximal effect; % of control where 0% means no effect; nearly all actives have a fitted effect of over 50% in size
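Yeast cells expressing TDP-43 under galactose induction are exposed to compounds for 24 hr at 30 deg C. BacTiter-Glo luminescence measures growth, so protective compounds score as activators.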
GLP-1R agonist = GLP-1 receptor (human) agonism | HEK293 GLP-1R CRE-luciferase, luminescence, 4-6 h; cells express a hypersensitive GLP-1R form | Potency, µM (top dose mostly 45.6 µM), for the others: at the top dose activation, actives largely listed as activators | hit rate 0.007% among 380,000; note: potency is the fitted concentration of half-maximal effect; % of control where 0% means no effect
An asterisk follows results filed as active; i = inactive; ? = inconclusive; nt = no result given; [ ] = remark or other dose. Unless noted, calls come from the whole dose curve; as a rule, active = well fitted curve in the direction sought with a large enough effect; inconclusive = small, poorly fitted or top-dose-only effect, or another doubt; inactive = no such curve, though single readings can be large; an effect the other way counts as inactive or inconclusive. Some of the compounds tested; count on the stated rates, not on these rows.

The line under a structure holds: pAkt inh	FUS suppressor	D3 antag	GLP1R inv ag	Abeta rescue	aSyn yeast inh	PTHR1 ag	TDP43 rescue	GLP-1R agonist
Cc1cc(C)cc(C(=O)NCC(=O)OCC(=O)N2CCCCC2)c1
 : i	-10%	12	-6%	-7%	3%	i	-11%	5%
CCCCN(CCCC)S(=O)(=O)c1ccc(N2CCCC2=O)c([N+](=O)[O-])c1
 : i	35%	12	?	4%	10%	-3%[57.5 µM]	7%	1%
CC(=O)N1c2c(cc(Br)cc2S(=O)(=O)Nc2c(C)n(C)n(-c3ccccc3)c2=O)CC1C (stereo unspecified)
 : i	2%	-6	-6%	-6%	-4%	-26%	-1%	1%
O=c1cc(-c2cc3ccccc3o2)c2cc(O)ccc2o1
 : i	-4%	-13	36%[activator]	-1%	-3%	-30%[inhibitor]	3%	11%
COc1cc(Cl)c(C)cc1NC(=O)CN(C)C1CCS(=O)(=O)C1 (stereo unspecified)
 : i	5%	-11	6%	-2%	-16%	-38%[inhibitor]	5%	2%
COc1ccc(NC(=O)c2cccs2)cc1OC
 : i	9%	-11	61%[activator]	-1%	-1%	-42%[inhibitor][57.5 µM]	-8%	0%
O=C(CCC(=O)c1ccc(F)cc1)Nc1cccc(S(=O)(=O)Nc2cccc(Cl)c2)c1
 : i	-1%	4	10µM*	16%	10%	-9%	10%	-4%
COc1ccccc1-c1ccc([C@@H]2C[C@H]3[C@H](CON3C)CN2C(=O)c2ccco2)cc1
 : i	26%	13	10%	0%	0%	-33%[inhibitor]	19%	11%
COn1c(-c2ccccc2)nc2ncccc21
 : i	-10%	11	0%	-9%	3%	0%	5%	14%
Cn1c(C(=O)N2CCCC(C(=O)NCCc3ccccc3)C2)cc2sccc21 (stereo unspecified)
 : i	12%	-3	0%	19%	11%	i	-11%	-2%
CCOC(=O)C(C(=O)OCC)[C@@H]1CS(=O)(=O)C[C@H]1C(C(=O)OCC)C(=O)OCC
 : i	-4%	8	13%	3%	-6%	i	17%	17%
COc1cc(OC)c(OC)cc1CN1CCCC(C(=O)c2ccc3c(c2)OCO3)C1 (stereo unspecified)
 : i	26%	-93*	-20%	-8%	-7%	-3%	2%	-5%
CCOC(=O)c1[nH]c2ccccc2c1NC(=O)c1ccccc1F
 : nt	-16%	nt	?	-12%	nt	-1%	?	3%
C[C@H](NC(=O)/C=C/[C@H]1O[C@@H](n2ccc(=O)[nH]c2=O)[C@H](O)[C@@H]1O)C(=O)O
 : i	-14%	-13	3%	-9%	-2%	i	21%	-1%
S=C1CC2CCCC(C2)N1 (stereo unspecified)
 : i	nt	7	11%	12%	-1%	i	3%	0%
COc1cccc(CNc2nc3cc(-c4csc5ccccc45)sc3c(=O)n2C)c1
 : i	?	6	1%	?	?	-20%	23%	7%
CCc1cc(C(=O)Nc2cc(S(=O)(=O)N(CC)CC)ccc2N2CCOCC2)sc1C
 : i	44%	3	7.9µM*	3%	4%	-12%	3%	5%
O=C(O)CSc1nc2ccccc2n1C1CCCCC1
 : i	-10%	4	4%	-3%	14%	-3%	5%	1%
O=C(CSc1ccc([N+](=O)[O-])cn1)Nc1ccc(N2CCOCC2)c(Cl)c1
 : i	-24%	-9	12%	22µM*	11%	-78%[inhibitor]	?	-3%
COc1ccc(Cc2nn[nH]n2)cc1
 : i	7%	16	-2%	5%	-19%	i	10%	-5%

Limited to Abeta rescue and D3 antag, for some of the entries so far:
canonical_smiles | Abeta rescue | D3 antag
COc1cc(Cl)c(C)cc1NC(=O)CN(C)C1CCS(=O)(=O)C1 (stereo unspecified) | -2% | -11
COc1ccc(NC(=O)c2cccs2)cc1OC | -1% | -11
O=C(CCC(=O)c1ccc(F)cc1)Nc1cccc(S(=O)(=O)Nc2cccc(Cl)c2)c1 | 16% | 4
COc1ccccc1-c1ccc([C@@H]2C[C@H]3[C@H](CON3C)CN2C(=O)c2ccco2)cc1 | 0% | 13

Additional results.
The line under a structure holds: pAkt inh	FUS suppressor	D3 antag	GLP1R inv ag	Abeta rescue	aSyn yeast inh	PTHR1 ag	TDP43 rescue	GLP-1R agonist
COc1ccc(Br)cc1C1SCCN1S(C)(=O)=O (stereo unspecified)
 : i	-26%	0	0%	-9%[9.22 µM]	-4%	-19%	8%	1%
CC(C)(C)NC(=O)C(c1c[nH]c2ccccc12)N(C(=O)Cn1nnc(-c2ccc(Cl)cc2)n1)c1ccccc1F (stereo unspecified)
 : i	nt	33	5µM*	9%	5%	-5%	10%	-22%
Cc1cccc(COc2coc(CN3CCN(C(=O)c4ccco4)CC3)cc2=O)c1
 : i	15%	-10	15%	6%	-2%	i	9%	4%
O=C(Nc1cccc(C(F)(F)F)c1)c1ccc2sc([C@@H]3O[C@H](CO)[C@H](O)[C@H](O)[C@H]3O)nc2c1
 : i	-9%	18	2%	4%	2%	-4%	20%	9%
CC1CCc2onc(C(=O)N3CCN(c4ccc(F)cc4)CC3)c2C1 (stereo unspecified)
 : nt	1%	nt	8%	-17%	nt	-71%[inhibitor]	21%	nt
COc1ccc(NC(=O)CSc2nc3sc(C)cc3c(=O)n2C)c(OC)c1
 : i	?	3	9%	-27%	-17%	-20%	23%	9%
COc1cccc(/C=N/Nc2ncnc3scc(-c4ccccc4)c23)c1OC
 : i	?	42	?	-11%	15%	i	-12%	?
COCCn1cnnc1SCC(=O)Nc1ccc(Br)cc1F
 : i	-5%	0	11%	-5%	3%	-21%	22%[9.22 µM]	2%
COc1ccc(C2CC(c3cccs3)=NN2C(=O)CCCC(=O)O)cc1OC (stereo unspecified)
 : i	-26%	-14	10%	-3%	-11%	2%	-7%	-2%
FC(F)(F)c1nnc(Nc2ccc(Cl)cc2)s1
 : i	-8%	6	?	20%	-19%	-22%	?	8%
CCOC(=O)c1cc(-c2ccc(OC)cc2)n(CCC(=O)Nc2nc3ccc(OCC)cc3s2)c1C
 : nt	24%	nt	16%	-7%	nt	i	0%	nt
Cc1ccc(C(=O)NCCCN2CCOCC2)cc1Cl
 : i	-12%	17	-1%	-7%	2%	i	11%	-5%
Cn1nc(-c2ccc(C(=O)NCC3CCCO3)cc2)c2ccccc2c1=O (stereo unspecified)
 : i	2%	25	64%[activator]	5%	1%	i	9%	16%
COc1ccc(-c2nc3ccccc3o2)cc1NC(=O)COc1c(C)cc(Cl)cc1Cl
 : nt	-14%	nt	3%	-19%	-6%	i	10%	-2%
Nc1c(N(CCC2=CCCCC2)C(=O)c2ccc([N+](=O)[O-])o2)c(=O)[nH]c(=O)n1Cc1ccccc1
 : i	31%	-6	?	10%	0%	-18%	17%	-13%
CCOC(=O)Cn1cnc2scc(-c3ccccc3)c2c1=O
 : i	9%	1	-18%	0%	-12%	-9%	2%	?
O=C(CN1C(=O)C2(SCC(=O)N2c2ccccc2)c2ccccc21)NCc1ccccc1Cl (stereo unspecified)
 : nt	-20%	nt	-9%	-18%	-4%	i	5%	-4%
C[C@H](CO)N1C[C@H](C)[C@@H](CN(C)Cc2ccc(Cl)c(Cl)c2)Oc2c(NS(=O)(=O)c3cn(C)cn3)cccc2C1=O
 : i	28%	13	6%	3%	1%	i	30%	15%
CS(=O)(=O)Nc1ccccc1C(=O)Nc1cc(Cl)cc(Cl)c1
 : i	12%	32	?	2%	-1%	-30%	-17%	-14%
Cc1cc(C(=O)COc2ccccc2C(N)=O)c(C)n1CC1CCCO1 (stereo unspecified)
 : i	40%	10	-26%[7.66 µM]	8%	-2%	-53%	-9%	0%

(continued)
The line under a structure holds: pAkt inh	FUS suppressor	D3 antag	GLP1R inv ag	Abeta rescue	aSyn yeast inh	PTHR1 ag	TDP43 rescue	GLP-1R agonist
CCCS(=O)(=O)N1CCN=C1SCc1ccc(C)cc1
 : i	-25%	31	7%	1%	0%	-6%	20%	-4%
CN(CCC#N)C(=O)COC(=O)c1c2c(nc3ccccc13)/C(=C/c1ccco1)CC2
 : i	nt	-4	-18%	-5%	7%	-13%	?	14%
CCNC(=O)CCSc1nnc(-c2ccco2)o1
 : i	20%	3	22%	-19%	0%	-14%	-23%	8%
CCCCCCCC(=O)NN=C1CCN(Cc2ccccc2)CC1
 : i	5%	3	15%	-24%	-7%	i	6%	-1%
Cc1ccc(SC[C@H](C)CN2CC[C@H](C)CCC2=O)cc1
 : i	1%	9	?	11%	5%	-2%	?	3%
Cc1nn(CC(=O)Nc2ccc(C#N)cc2)c(C)c1[N+](=O)[O-]
 : i	8%	5	-23%	13%	6%	i	11%	1%
O=C(NC1CC1)C1CC(=O)N(C2CCCCC2)C1 (stereo unspecified)
 : nt	15%	-7	4%	-1%	-5%	i	-12%	-2%
CCCCNS(=O)(=O)C1CCS(=O)(=O)C1 (stereo unspecified)
 : i	-20%	-6	4%	12%	-16%	-9%[57.5 µM]	2%	-10%
Clc1cccc(-c2nc3ccc(Br)cn3c2Cc2ccsc2)c1
 : i	9%	32	-26%	-33%[inhibitor]	-26%	-3%	17%	3%
CCOc1ccc(C2C(C(=O)OC)=CN(CCOC)C=C2C(=O)OC)cc1
 : i	-2%	-5	6%	3%	-10%	i	-10%	-1%
O=C(CSc1nn(-c2ccc(Cl)cc2)c(=S)s1)NCC1CCCO1 (stereo unspecified)
 : i	2%	-10	?	13%	-1%	i	25%	-2%
NCCCn1c(C(=O)c2ccc(Cl)cc2)c2ccc([N+](=O)[O-])cc2[n+]1[O-]
 : i	-8%	21	1%	3%	9%	i	7%	11%
COc1cc(/C=C2/C(=N)N3N=C(CC(=O)N4CCOCC4)SC3=NC2=O)ccc1OC(C)c1ccccc1 (stereo unspecified)
 : i	43%	-7	?	3%	-3%	-14%	-1%	-4%
CCOC(=O)c1ccccc1NC(=O)Cn1cnc2c(cnn2-c2ccc(OC)cc2)c1=O
 : i	14%	15	0%	9%	2%	i	-14%	-14%
